5HT1E antag = blocks the human 5-HT1E serotonin receptor; 65,000 compounds, 0.99% hits; CHO 5-HT1E Ga15 NFAT-bla reporter, FRET, antagonist; inhibition, % at 6 µM; P28566;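 active means inhibition above a set limit, the mean inhibition across every tested compound plus 3 SD, cut at about 29% in these data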;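 further: signal is the 460 over 535 nm emission ratio of beta-lactamase substrate; 0% = agonist plus DMSO wells and 100% = wells without agonist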
HER2 expr 66K = Her2 kinase expression inhibition; SKBR-3 HER2 protein level, AlphaScreen, 18-24 h; active compounds read low; AID 645; 65,000 compounds, 0.69% hits; P04626; HER2 level % of control, % at 10 µM;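 active means HER2 level under 5% of the carrier-only control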;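 further: 100% = DMSO carrier and 0% = 500 nM PU-H71 HSP90 inhibitor; lower value means stronger loss of Her2 protein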
Jurkat viability = cytotoxicity toward Jurkat cells | Jurkat E6.1 viability, ATP luminescence, 48 h | inhibition, % at 4 µM | 56,000 compounds, 1.2% hits;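 active means inhibition above the mean inhibition of all tested compounds plus 3 SD, cut at about 28% in these data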
HEK293 NFkB inh = inhibitors of the PMA/ionomycin-induced NF-kB reporter in HEK293 cells. inhibition, % at 3 µM. 62,000 compounds, 0.21% hits. HEK-293 NF-kB luciferase reporter, luminescence. AID 465;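 active means inhibition above the mean of all tested compounds plus 3 SD, cut at about 40% in these data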;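 further: 0% = stimulated DMSO wells and 100% = 10 µM reference inhibitor 5653914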
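System – HEK-293 cells with stable firefly luciferase reporter driven by four HIV NF-kB elements · Doses – one dose, 3 µM · Schedule – 1 h compound pre-incubation, 16 h PMA/ionomycin at 37 °C · Technique – luminescence from luciferase substrate reagent · Measure – percent inhibition normalized per plate to DMSO and reference-inhibitor controls · Replicates – tested once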
M1 agonist = agonists of M1 muscarinic receptor; CHO-M1 cells, Fluo-4 calcium fluorescence, agonist mode; active compounds read high; B-score at 10 µM; 64,000 compounds, 3% hits;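 active means fluorescence rise, raw or as B-score row- and column-corrected plate score, outside the 99.7% band of its plate's samples, either direction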
HTR1E agonist = activates the human 5-HT1E serotonin receptor; P28566; CHO 5-HT1E Ga15 NFAT-bla reporter, FRET; 0% DMSO wells, 100% control agonist wells; activation, % at 6 µM; 65,000 compounds, 0.69% hits; AID 574;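 active means activation above a set limit, the screen-wide mean activation plus 3 SD, cut at about 8.5% in these data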;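 further: 100% = positive control agonist at 1 µM giving full maximal response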
S1P3 agonist = agonists of human S1P3 receptor; Q99500; S1P3 NFAT-BLA reporter cells, agonism, FRET ratio; relative to 1 µM S1P, basal subtracted; activation, % at 4.5 µM; 60,000 compounds, 0.1% hits;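 active means activation above the screen-wide mean plus 3 SD, cut at about 4.5% in these data, passing the limit was not always enough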; further: some compounds called inactive have numbers as strong as hits
Target sequence (Q99500 whole entry, looked up): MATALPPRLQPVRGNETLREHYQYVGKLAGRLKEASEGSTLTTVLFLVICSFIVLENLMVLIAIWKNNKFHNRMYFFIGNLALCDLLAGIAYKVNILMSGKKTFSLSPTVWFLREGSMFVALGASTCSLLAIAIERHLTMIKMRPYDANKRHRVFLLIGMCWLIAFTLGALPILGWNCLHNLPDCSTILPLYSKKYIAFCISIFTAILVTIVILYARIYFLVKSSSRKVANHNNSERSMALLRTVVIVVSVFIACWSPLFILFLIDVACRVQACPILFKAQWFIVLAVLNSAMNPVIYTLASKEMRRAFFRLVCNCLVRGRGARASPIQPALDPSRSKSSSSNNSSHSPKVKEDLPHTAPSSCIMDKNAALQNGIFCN
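Assay system: CHO cells stably expressing human S1P3, Gα16 and NFAT-β-lactamase reporter. Timing: overnight plating, 4 h compound 37 °C, 2 h substrate RT. Signal: β-lactamase FRET emission ratio 460/535 nm. Measure: percent activation versus median 1 µM S1P response, basal-subtracted, per plate. Repeats: primary screen single test, confirmation screen in triplicate.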
S1P1 ag pot = agonists and agonism potentiators of human S1P1 receptor | P21453 | S1P1 CRE-bla cells, forskolin, beta-lactamase FRET, potentiator mode; S1P1 agonist co-added at EC20, 2 nM; 100% = saturating reference agonist, 0% = basal | activation, % at 9.5 µM | 56,000 compounds, 0.57% hits | AID 449;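 active means activation above a cutoff set at the mean activation of all tested compounds plus 3 SD, cut at about 54% in these data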;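 further: forskolin at 4 µM as EC80 and the EC20 agonist is SEW2871; 100% = SEW2871 at its EC100 plus forskolin at EC80; some compounds past the cut are filed as inactive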
Target sequence (P21453 whole entry, looked up): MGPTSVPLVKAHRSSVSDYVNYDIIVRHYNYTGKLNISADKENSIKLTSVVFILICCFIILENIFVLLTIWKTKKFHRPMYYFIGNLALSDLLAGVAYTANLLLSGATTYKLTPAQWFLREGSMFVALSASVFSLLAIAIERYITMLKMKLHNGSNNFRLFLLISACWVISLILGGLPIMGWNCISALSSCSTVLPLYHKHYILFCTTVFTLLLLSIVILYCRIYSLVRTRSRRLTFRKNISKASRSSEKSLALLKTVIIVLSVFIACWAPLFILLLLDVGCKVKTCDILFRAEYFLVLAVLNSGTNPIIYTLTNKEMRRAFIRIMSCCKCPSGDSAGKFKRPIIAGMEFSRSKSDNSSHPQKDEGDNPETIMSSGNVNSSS
M1 antagonist = blocks the rat M1 muscarinic receptor response to acetylcholine | CHO-M1 cells, Fluo-4 calcium, ACh EC80 antagonist mode; active compounds read low | B-score at 10 µM | P08482 | 64,000 compounds, 3.4% hits;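 active means calcium fluorescence response, raw or row-and-column corrected B-score, differing from the plate sample mean either way at a set confidence level, mostly lower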
An asterisk follows results filed as active; nt = no result given.

SMILES | 5HT1E antag | HER2 expr 66K | Jurkat viability | HEK293 NFkB inh | M1 agonist | HTR1E agonist | S1P3 agonist | S1P1 ag pot | M1 antagonist
O=C(O)C1C2C=CC3(CN(Cc4ccccn4)C(=O)C13)O2 (centres undefined) | 10 | 91 | 6 | 4 | -0.084 | -0.1 | -1.6 | 15 | -0.041
Cc1ccc(C)c(C(=O)CSc2n[nH]c(C)n2)c1 | 4 | 109 | 12 | 0 | -1.6 | -1.2 | -1.6 | 3 | 0.17
O=C(Cc1coc(-c2ccc(F)cc2)n1)NCc1ccccc1 | 0 | 103 | 0 | 19 | -0.95 | -0.5 | 0.1 | -6 | -0.024
COc1cc2c(cc1NC(=O)c1cccnc1)CCCC2 | -2 | 91 | 0 | 6 | -0.52 | 0.1 | -1.1 | -14 | 0.19
CCCCn1c(CN2C(=O)c3ccccc3C2=O)nc2ccccc2c1=O | -8 | 74 | -7 | -1 | -0.28 | 0.7 | -1.2 | -6 | 0.19
c1ccc(CCc2nc(-c3ccccn3)no2)cc1 | 4 | 123 | -9 | -20 | -0.075 | 0.2 | -0.6 | nt | 0.88
COC(=O)C1=C(N)Oc2cc(C)n(CC3CCCO3)c(=O)c2C1c1ccccc1 (centres undefined) | -16 | 141 | 3 | 14 | 0.42 | 0.7 | -0.6 | -29 | 0.38
COc1cccc(Cn2nnc(C(=O)Nc3cc(Cl)ccc3OC)c2N)c1 | 15 | 65 | 1 | 10 | -0.18 | -0.2 | -0.8 | 1 | 0.13
CCOC(=O)c1cc2c(ccn2C)n1Cc1ccccc1C | 29 | 96 | 0 | -4 | -0.37 | -0.5 | -0.8 | -8 | -1.1
Cc1cc2ccccc2c(=O)n1CC(=O)NCC(=O)N1CCN(c2ccccc2F)CC1 | -7 | 109 | 0 | 16 | 0.47 | -0.5 | -0.9 | 4 | -0.15
COc1cccc(-c2cc(C(=O)Nc3c(C)nn(Cc4ccccc4C)c3C)no2)c1 | -5 | 73 | 5 | 11 | -0.71 | 0.7 | -0.8 | 18 | -0.48
CCOc1ccc(NC(=O)N(C2CCCCC2)C2CCN(C(C)=O)CC2)cc1 | -4 | 104 | -2 | -2 | 0.21 | 0.5 | -0.8 | -16 | 0.079
O=C(CSCc1ccccc1)Nc1ccc2c(c1)OCO2 | 0 | 122 | -4 | 19 | -0.39 | 0.1 | 1.1 | 11 | -0.9
CCOC(=O)c1ccc(CSc2nnc(-c3ccncc3)n2N)cc1 | -1 | 103 | -1 | 15 | 1.7 | 0.4 | -1.3 | nt | 1
Cc1ccc(C)c(-n2nnnc2SCC(=O)Nc2cccc(-c3nnc4n3CCCCC4)c2)c1 | 7 | 96 | nt | 8 | -0.11 | 0.9 | nt | nt | 0.54
CCOC(=O)N1CCN(C(=O)c2cn(C)c(=O)c3c2c2ccccc2n3C)CC1 | -5 | 75 | 4 | 19 | -0.24 | 1.1 | -1.0 | -31 | -0.027
CCOC(=O)c1c(C)n(C)c2ccc(OCC(O)CN3CCCCCC3)cc12 (centres undefined) | -8 | 82 | 1 | 11 | 0.6 | -0.2 | -1.1 | -28 | -0.79
CN(C)c1nc(OCC(=O)NC(C)(C)C)nc(N(C)C)n1 | -13 | 129 | -3 | 7 | 0.15 | -0.7 | -0.6 | -5 | 0.88
CC(=O)Nc1cc(NC(C)=O)c(CC(C)C)s1 | -9 | 98 | 3 | 10 | -0.24 | -0.1 | -1.6 | -6 | -0.94
C=CCOC(=O)C1C(=O)CC(C)(O)C(C(=O)OCC=C)C1c1ccc(OC)cc1 (centres undefined) | -3 | 94 | -4 | 4 | -1.2 | 0.0 | 0.5 | -11 | 0.066
CC1CC(C)CN(C(=O)CSc2nnc(-c3ccc(Cl)s3)o2)C1 (centres undefined) | -10 | 88 | -5 | 16 | -0.1 | 1.4 | -0.8 | 3 | -1.1
COC(=O)c1ccc(NC(=O)C2CCCN2S(=O)(=O)c2ccc(C)cc2)cc1 (centres undefined) | 4 | 105 | 0 | -1 | -0.7 | -0.4 | -0.2 | 17 | 0.078
CCCN1/C(=C(/C#N)C2=NS(=O)(=O)c3ccccc32)N(C)c2ccccc21 | 3 | 71 | -5 | 0 | -0.61 | 0.2 | -2.4 | 18 | 0.74
CCOC(=O)n1c(=O)oc2cc(S(=O)(=O)N3CCOCC3)ccc21 | -2 | 96 | 2 | -11 | -0.043 | 1.4 | 0.0 | -6 | 0.12

Some of these compounds in order of their number in S1P3 agonist, falling:
SMILES	S1P3 agonist
C=CCOC(=O)C1C(=O)CC(C)(O)C(C(=O)OCC=C)C1c1ccc(OC)cc1 (centres undefined)	0.5
COC(=O)c1ccc(NC(=O)C2CCCN2S(=O)(=O)c2ccc(C)cc2)cc1 (centres undefined)	-0.2
CCOC(=O)c1c(C)n(C)c2ccc(OCC(O)CN3CCCCCC3)cc12 (centres undefined)	-1.1

(continued)
SMILES | 5HT1E antag | HER2 expr 66K | Jurkat viability | HEK293 NFkB inh | M1 agonist | HTR1E agonist | S1P3 agonist | S1P1 ag pot | M1 antagonist
COc1ccc(-c2nc(-c3ccc(Br)cc3)no2)c(OC)c1 | -8 | 69 | -1 | -54 | 0.2 | 0.6 | -0.4 | nt | -0.025
CCOC(=O)CCP(=O)(O)C(O)c1ccc(OC)cc1 (centres undefined) | 9 | 100 | -8 | -1 | 2 | -0.1 | -1.1 | -23 | 0.37
CN(C=C1C(=O)CC(C)(C)CC1=O)CCN1CCNCC1 | -8 | 81 | nt | nt | -0.064 | -0.9 | -2.4 | 0 | -0.19
Cc1ccc(C(=O)c2ccccc2C(=O)O)c(O)c1 | -4 | 118 | -2 | 10 | 0.63 | 0.6 | -1.1 | 0 | -1.1
Cc1nc(CC(=O)N2CCN(S(=O)(=O)c3ccccc3C#N)CC2)cs1 | 6 | 105 | 6 | 18 | -0.024 | -0.7 | -1.0 | -25 | -0.0052
Cc1cccc(N(CC(=O)NC2CCCCC2)C(=O)CCC(=O)Nc2cc(C)ccn2)c1 | 4 | 78 | -6 | 7 | -0.12 | 0.7 | -0.8 | 4 | 0.34
Cc1cc(=O)n2nc(N3CCCC(C(=O)N4CCOCC4)C3)sc2n1 (centres undefined) | -2 | 110 | -1 | 15 | -0.69 | -0.9 | -0.5 | 1 | 0.1
Cc1ccc(S(=O)(=O)N(CC(O)CN(C)C)c2ccccc2)cc1 (centres undefined) | -3 | 106 | nt | nt | 0.019 | -0.3 | -3.1 | 2 | 0.31
Cc1c(C(=O)N2CCCc3ccccc32)sc2nc(-c3ccccc3)cn12 | -9 | 77 | 0 | 1 | -1 | 0.6 | -1.0 | 28 | -1.2
COc1ccc(-c2nc3n(n2)C(c2ccccc2)C2=C(CCCC2=O)N3)cc1OC (centres undefined) | 7 | 95 | 0 | 7 | 0.44 | -0.2 | -0.2 | -25 | 0.44
CCOC(=O)c1ccc(NC(=O)CN2C(=O)CSC2=O)cc1 | -4 | 106 | 9 | 6 | -0.49 | -0.9 | -1.0 | 0 | -1.1
COc1ccc(OC)c(NC(=O)CSC2=C(C#N)C(c3ccco3)C3=C(CCCC3=O)N2)c1 (centres undefined) | 4 | 71 | nt | nt | -0.064 | 0.0 | -2.0 | -28 | -0.38
Cc1ccc(S(=O)(=O)c2c(N)n(C)c3nc4ccccc4nc23)cc1 | 20 | 107 | -1 | 19 | -1.2 | 0.0 | -1.2 | -5 | -0.094
Cc1cc(C)c2[nH]c(=O)c(C(c3nnnn3C(C)(C)C)N3CCN(C(=O)c4ccco4)CC3)cc2c1 (centres undefined) | -13 | 100 | -8 | 9 | -0.66 | 0.2 | 0.2 | -7 | 0.16
O=C(Cn1cnc2c(nnn2Cc2ccccc2F)c1=O)NCc1ccco1 | 8 | 120 | 12 | 16 | -0.52 | 2.5 | -1.1 | -7 | -0.073
CC(C)(C)NCc1cc2ccccc2[nH]c1=O | -34 | 70 | nt | nt | -0.048 | -0.1 | -2.4 | -2 | 0.14
COc1ccc(CN(CCCN2CCOCC2)C(=O)Nc2cccc(Cl)c2)cc1OC | 7 | 103 | 5 | 10 | -0.077 | 0.9 | -0.6 | 2 | -0.072
CCCCOc1ccc(-c2nnn(CC(=O)Nc3ncc(CC(=O)OCC)s3)n2)cc1 | -11 | 75 | -5 | 2 | -1 | -0.3 | 0.2 | -18 | 2.5*
O=C(OCCn1cncn1)c1cc2ccccc2oc1=O | -1 | 100 | -8 | 11 | -0.51 | -0.3 | -1.0 | -3 | -0.29
Cc1cc(Cl)ccc1OCC(=O)Nn1c(C)ccc1C | -8 | 95 | -6 | 12 | 1.2 | 0.8 | -0.2 | 5 | 0.51
CC(=O)NC(CCS(C)(=O)=O)C(=O)Nc1cc(C)ccc1C (centres undefined) | 2 | 97 | -6 | 13 | -1.3 | -0.4 | 0.1 | 0 | -0.28
COC(=O)c1sc(N2C(=O)c3oc4ccccc4c(=O)c3C2c2cccs2)nc1C (centres undefined) | -4 | 23 | 0 | 17 | -0.55 | 0.8 | -0.8 | nt | -0.015
COc1ccc(N2CCN(C(c3cccs3)C(C)NC(=O)c3ccco3)CC2)cc1 (centres undefined) | -1 | 71 | nt | 8 | -0.89 | -0.1 | nt | nt | 0.41
O=C1CCCC2=C1C(O)(C(F)(F)F)C(=O)N2Cc1ccccc1 (centres undefined) | -9 | 79 | 1 | 10 | -0.91 | -1.2 | 0.2 | -13 | 0.037
COc1ccc(C2SCCN2S(=O)(=O)c2ccccc2)cc1OC (centres undefined) | 1 | 129 | -1 | -1 | -1.1 | 0.4 | 1.2 | -12 | -0.7
CCCC(=O)Nc1cc(-c2cn3cccnc3n2)ccc1OC | 4 | 92 | nt | -2 | -0.19 | 0.3 | nt | nt | 0.074
CCOc1cc2c(C#N)c(N3CCOCC3)nc(N)c2c(N)n1 | 16 | 108 | 6 | 7 | 0.22 | 0.0 | -0.7 | -30 | -0.86
CCOC(=O)c1c(NC(=O)CSc2nnnn2-c2ccc3c(c2)OCO3)sc(C)c1C | 1 | 81 | 2 | 14 | -0.39 | 0.8 | -0.8 | -18 | 0.018
O=C(O)C1C2C=CC(C2)C1C(=O)OC1CC2CCC1C2 (centres undefined) | 11 | nt | -6 | 13 | -1.1 | 0.2 | -1.6 | -12 | -0.14
CC(=O)N(c1ccc(N(C(C)=O)S(=O)(=O)c2cccs2)cc1)S(=O)(=O)c1cccs1 | -7 | 92 | -3 | -1 | 1 | -0.3 | 0.6 | -8 | 0.83
COc1ccc(OC)c(-n2nnnc2SCC(=O)Nc2nc(C)c(C)s2)c1 | -8 | 86 | 5 | 3 | -0.39 | -0.2 | -1.6 | -13 | 0.6

Random draw from the library (roughly 9.2% active in at least one column).
